Compound activity: PubChem BioAssay, several laboratories
MgcRacGAP inhibition: MgcRacGAP GTPase-activating activity inhibitors, confirmation, biochemical, ADP Hunter fluorescence. MgcRacGAP-stimulated Rac1 GTP hydrolysis, ADP Hunter fluorescence; higher % means a stronger effect; GST-tagged Rac1 F28L mutant substrate. inhibition, % at 30 µM, or IC50 in µM where a hit was titrated. actives 0.6% (n = 340,000). AID 624330;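 active = first-screen hits whose inhibition reached a set limit at any dose in the follow-up dose series; inconclusive = inhibition above the set first-screen limit but never retested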;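 note: fluorescence reports GDP produced by GAP-driven GTP hydrolysis; strong numbers were not always called active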
LYP phosphatase: PTPN22 lymphoid phosphatase activity blockers – biochemical, fluorescence intensity, uHTS (AID 1779). one-dose inhibition, % at 11.5 µM; IC50 in µM for titrated hits. actives 0.054% (n = 290,000). recombinant LYP phosphatase, fluorescence intensity; higher % means a stronger effect; in the data active = inhibition above about 50%;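 note: plate controls were vehicle with enzyme for no effect and no enzyme for full effect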
GPR55 LPI antagonism: GPR55 antagonists blocking LPI-driven arrestin recruitment, primary screen, imaging, U2OS, beta-arrestin-GFP, LPI agonist (AID 2013) | actives 0.13% (n = 290,000) | inhibition, % at 10 µM; hits with a dose series show IC50 in µM | U2OS GPR55 beta-arrestin-GFP translocation imaging, LPI antagonism; higher % means a stronger effect;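 active = spots per cell inhibited over 60%, with over 100 cells counted and total cytoplasm intensity under 500,000; inconclusive = wells with under 100 cells, flagged as likely toxic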;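 note: U2OS cells stably carrying GPR55 and arrestin-GFP stimulated by 5 µM LPI near EC80; imaged beta-arrestin-GFP aggregate spots per cell after agonist stimulation; plate controls were LPI-stimulated DMSO wells for no effect and DMSO wells without LPI for full effect; some results filed as inactive read as strong as hits; confirmed hits need IC50 under 10 µM and bright autofluorescent wells are also inconclusive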
Large T inhibition: TAg ATPase/helicase activity blockers – biochemical (AID 1903); SV40 large T antigen ATPase/helicase inhibition assay; higher % means a stronger effect; inhibition, % at 20 µM, or IC50 in µM where a hit was titrated; actives 0.39% (n = 310,000); in the data active = a potency from the dose series; inconclusive = inhibition mostly from about 32% at the one dose, without a potency; inactive = the rest, 99 in 100 with inhibition below about 32%; note: strong numbers were not always called active
GPR55 beta-arrestin: GPR55 agonists via beta-arrestin recruitment, primary screen, imaging, U2OS cells, beta-arrestin-GFP redistribution (AID 1961); activation, % at 10 µM; hits with a dose series show EC50 in µM; U2OS GPR55 beta-arrestin-GFP redistribution imaging; higher % means a stronger effect; actives 0.048% (n = 290,000);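 active = activation above 40% with more than 50 cells counted in the well; inconclusive = wells holding fewer than 50 cells, flagged as toxic or sparse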;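 note: U2OS osteosarcoma cells stably expressing GPR55 and beta-arrestin-GFP; plate controls were DMSO negative control for no effect and LPI positive control for full effect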
NTR1 agonist: agonists of NTR1, primary screen, imaging, U2OS cells, beta-arrestin-GFP, high content (AID 493036); activation, % at 20 µM; actives 0.17% (n = 330,000); P30989; NTR1-U2OS beta-arrestin-GFP spot imaging, agonist mode;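 active = activation at or above 40% of the spot to cytoplasm intensity ratio, with at least 20 cells analyzed; inconclusive = wells under 20 cells, flagged as cytotoxic or low count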;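 note: 0% = DMSO without peptide and 100% = 100 nM NTR1 peptide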
Target sequence (P30989 whole entry, looked up): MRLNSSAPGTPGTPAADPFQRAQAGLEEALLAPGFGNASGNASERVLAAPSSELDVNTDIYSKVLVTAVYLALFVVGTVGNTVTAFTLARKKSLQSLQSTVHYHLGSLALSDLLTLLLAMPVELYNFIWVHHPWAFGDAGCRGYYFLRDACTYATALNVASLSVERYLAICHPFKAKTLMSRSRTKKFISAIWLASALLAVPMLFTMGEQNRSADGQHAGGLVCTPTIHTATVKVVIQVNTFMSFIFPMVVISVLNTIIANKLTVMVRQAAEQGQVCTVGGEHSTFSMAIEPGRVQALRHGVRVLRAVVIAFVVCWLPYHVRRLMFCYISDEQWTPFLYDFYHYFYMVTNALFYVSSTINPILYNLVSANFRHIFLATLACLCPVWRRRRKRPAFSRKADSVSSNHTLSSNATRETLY
GPR35 arrestin U2OS: inhibition of zaprinast-stimulated GPR35 beta-arrestin translocation – imaging, U2OS, beta-arrestin-GFP, zaprinast agonist, primary screen (AID 2058). U2OS GPR35 beta-arrestin-GFP translocation imaging, zaprinast antagonism; higher % means a stronger effect. one-dose inhibition, % at 10 µM; IC50 in µM for titrated hits. actives 0.052% (n = 290,000);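 active = inhibition of at least 50% with at least 30 cells and total cytoplasm GFP at most 10,000,000; inconclusive = under 30 cells or total GFP of 10,000,000 plus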
T cell modulator: T cell immune modulators affecting CD8 T cell-vesicle binding; 2C CD8+ T cell-vesicle binding, flow cytometry; active compounds read low; calls only at 7 µM; actives 0.068% (n = 330,000); AID 2052;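 active = response, share of CD8 T cells binding vesicles, and their 90th percentile fluorescence all below set limits, cut at about 80% in these data, passing the limit was not always enough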
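Material: murine 2C transgenic CD8+ T lymphocytes / Also added: QL9-peptide-loaded Drosophila micro-vesicles bearing Ld, ICAM-1 and B7-1 / Schedule: binding step 1.5 h, 37 °C, antibody labelling 20 min, ice / Signal: flow cytometry, PE anti-B7-1 (FL2) versus Alexa647 anti-CD8 (FL8), PFA-fixed / Evaluation: percent CD8+ FL2 mean versus row control / Benchmarks: naked versus QL9-loaded vesicles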
Hep lipid drop: hepatic lipid droplet formation modulation | AML12 mouse hepatocytes, oleate lipid droplets, BODIPY imaging | inhibition, % at 6.5 µM | actives 0.4% (n = 240,000) | AID 1656;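 active = lipid droplet intensity inhibited by at least 50%, with more than 500 cells counted; inconclusive = wells with under 300 cells, treated as cytotoxic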
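material = mouse AML12 hepatocyte cell line, fixed after treatment | also added = 100 µM oleic acid challenge | doses = compound at 6.5 µM only | schedule = overnight exposure | technique = Image-based BODIPY and DAPI two-channel analysis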
Hep lipid drop cells 6.5 µM: recorded beside Hep lipid drop, whose call it bears; cell count; measured here: cell count, cytotoxicity flag;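 cells counted across two imaged fields per well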
T cell modulator vesicle-bound %: second read-out of T cell modulator, no call of its own (marks repeat the call); double positive events, %; measured here: CD8+ vesicle-bound cell fraction;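 binding gate set so that unloaded-vesicle control wells show 10% double positive cells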
NTR1 agonist cell count 20 µM: second read-out of NTR1 agonist, no call of its own (marks repeat the call); cell count; measured here: cell count, cytotoxicity flag
Active calls of the source: *; i = inactive; ? = inconclusive; nt = no result given; & = joins results of further samples. The order is random, and some 1.8% of all compounds hit somewhere here.

SMILES	MgcRacGAP inhibition	LYP phosphatase	GPR55 LPI antagonism	Large T inhibition	GPR55 beta-arrestin	NTR1 agonist	NTR1 agonist cell count 20 µM	GPR35 arrestin U2OS	T cell modulator	T cell modulator vesicle-bound %	Hep lipid drop	Hep lipid drop cells 6.5 µM
O=C1CC(c2ccc(F)cc2)Cc2nc(NCC3CCCO3)ncc21 (centres undefined)	-4%	-3%	5%	21%	0.3%	6.0	77	-2%	i	46	nt	nt
O=C(NCc1ccc2c(c1)OCO2)c1cc(=O)[nH]c2ccccc12	12%	-7%	-11%	19%	-0.1%	-0.6	56	6%	i	51	-18	620
CCn1cc(C2=NOC(C(=O)Nc3c(C)nn(Cc4ccc(F)cc4)c3C)C2)c(C)n1 (centres undefined)	-4%	-1%	9%	6%	-0.1%	-1.7	69	-11%	nt	nt	-4	698
CCOC(=O)C1CCCN(C2CC(=O)N(c3cccc(C(F)(F)F)c3)C2=O)C1 (centres undefined)	6%	-3%	5%	-4%	0.2%	-0.2	80	2%	i	14	16	590
C=CCn1c(NCc2ccc(OC)cc2O)nc2ccccc21	4%	-1%	6%	8%	0.3%	1.3	56	-4%	i	57	-27	797
Cc1ccc(S(=O)(=O)N2CCN(S(=O)(=O)N3CCCCCC3)CC2)cc1	4%	-2%	0%	2%	0.2%	-0.2	20	0%	i	19	-3	743
N#CCC(=O)Nc1ccc(C(=O)Nc2cccc(S(N)(=O)=O)c2)cc1	2%	-7%	7%	8%	0.5%	1.4	55	-8%	i	51	7	713
Clc1ccccc1-c1nn2c(Cn3cnc4ccccc43)nnc2s1	4%	3%	-19%	10%	0.0%	-0.2	90	-12%	i	30	nt	nt
Cc1ccc(C)c(OCC(=O)NNC(=O)CSC(=S)N2CCCC2)c1	4%	nt	nt	10%	nt	3.0	59	nt	i	40	nt	nt
COc1ccc(CNc2cc(C)nc3ccc(OC)cc23)cc1	12%	-4%	19%	1%	0.2%	2.0	51	8%	i	20	-45	732
CC(SCc1ccccc1)C(=O)Nc1ccccc1F (centres undefined)	2%	-12%	-1%	-1%	-0.1%	1.4	66	4%	i	27	-1	847
O=S(=O)(c1ccc2[nH]ccc2c1)N1CCCCCC1	7%	-5%	9%	24%	-0.2%	0.0	66	-2%	i	23	13	709
O=C(Nc1cccc(Cl)c1Cl)c1ccncc1	0%	-2%	62%	1%	0.3%	-1.7	93	-12%	i	43	9	784
CC1=Nc2ccccc2/C1=C/c1sc(=O)n(CC(=O)N2CCCC2)c1O	-9%	-2%	9%	1%	-0.3%	1.8	56	7%	i	7	nt	nt
Cc1ccc(NC(=O)c2cc(-c3ccco3)on2)cc1C	1%	-4%	11%	?	1.2%	3.1	58	-6%	i	8	nt	nt
CC(Sc1ccc2ccccc2n1)C(=O)O (centres undefined)	3%	-4%&-6%	23%&18%	3%&4%	0.0%&0.0%	-1.7&-2.1	44&69	-35%&20%	nt	nt	nt	nt
COc1ccc(S(=O)(=O)N2CCC(N3CCN(c4ccccc4)CC3)CC2)cc1	nt	-12%	-7%	-3%	0.2%	-0.6	45	8%	i	49	nt	nt
O=C1CC(c2cccc([N+](=O)[O-])c2)c2ccc3ccccc3c2N1 (centres undefined)	5%	-6%	22%	-3%	-0.1%	2.2	55	9%	i	44	nt	nt
Cc1ccc(CNC(=O)NCc2ccccc2)cc1	12%	-8%	-11%	-3%	-0.5%	-0.8	91	-2%	i	56	1	641
Cc1ccc(/C=C/C(=O)NCc2ccco2)o1	nt	-1%	9%	16%	0.1%	-0.6	51	-9%	i	14	1	607
CCCCCCCCC/C(=N\O)c1ccccn1	0%	-9%	-17%	0%	0.2%	2.5	49	7%	i	51	nt	nt
O=C(NCCc1ccccc1F)C(=O)Nc1nccs1	10%	-4%	3%	4%	-0.1%	0.6	60	3%	i	49	nt	nt
COC(=O)C1=NN(c2ccccc2)C2(S1)S/C(=C\c1ccccc1)C(=O)N2c1ccccc1 (centres undefined)	11%	3%	6%	7%	-0.2%	-0.3	40	-8%	i	51	-2	731
O=C(N/N=C/c1cccn1-c1ccc(O)cc1)c1cccc2ccccc12	15%	-14%	-9%	9%	-0.2%	3.7	52	9%	i	33	-19	674
CN(C)S(=O)(=O)c1cccc(NC(=O)COC(=O)COc2ccccc2[N+](=O)[O-])c1	6%	-8%	19%	8%	0.0%	-0.7	62	-11%	i	31	-17	627

Next section:
SMILES	MgcRacGAP inhibition	LYP phosphatase	GPR55 LPI antagonism	Large T inhibition	GPR55 beta-arrestin	NTR1 agonist	NTR1 agonist cell count 20 µM	GPR35 arrestin U2OS	T cell modulator	T cell modulator vesicle-bound %	Hep lipid drop	Hep lipid drop cells 6.5 µM
CCOc1ccc(NC(=O)N(CC(C)C)CC(C)C)cc1	2%	-7%	1%	12%	-0.2%	-0.6	109	6%	i	17	2	741
O=C(Nc1cccc(C(F)(F)F)c1)C(=O)N1CCCCC1	2%	-10%	-9%	16%	0.1%	-0.3	37	3%	i	60	5	720
CC(=O)c1ccc(OCC(=O)Nc2ccccc2C(=O)NC2CC2)cc1	6%	-8%	14%	24%	-0.2%	-0.4	63	-4%	i	6	0	835
Cc1nn(-c2ccc(Cl)cc2)c(Cl)c1/C=N/NC(=O)c1ccc(NS(=O)(=O)c2cccs2)cc1	3%	nt	nt	19%	nt	4.3	48	nt	i	5	nt	nt
C=CCn1c(=O)/c(=C2/Sc3cc(OC)ccc3N2C)s/c1=C1\C(=O)N(CC)C(=S)N1C	nt	-4%	1%	7%	-0.1%	0.5	26	0%	i	41	-4	694
COc1ccc(NC(C)=O)cc1NC(=O)CN1CCN(S(=O)(=O)c2ccc(C(C)C)cc2)CC1	12%	-10%	2%	-5%	-2.3%	2.8	37	9%	i	1	nt	nt
COc1ccc(C)cc1NC(=O)CCN1CCN(c2ccccc2)CC1	6%	0%	1%	8%	-0.1%	-0.7	88	-8%	i	21	-27	823
COc1ccc(NC(=O)c2cc([N+](=O)[O-])ccc2NC(=O)CNCc2ccccn2)c(OC)c1	13%	0%	-9%	1%	0.2%	-1.8	66	9%	i	44	-27	777
CCN1C(=O)[C@H]2[C@@H](c3ccc(-c4ccccc4)cc3)N3CCCC[C@@]3(C(=O)OC)[C@H]2C1=O	2%	nt	nt	2%	nt	1.6	88	nt	i	17	nt	nt
O=C(c1ccc(Cl)cc1)c1cn[nH]c1-c1ccccc1O	16%	-4%	0%	-1%	-0.1%	0.4	87	7%	i	33	11	775
O=c1c(Cc2ccccc2)c(O)nc2n1CCCS2	3%	-6%	-3%	9%	-0.1%	-0.5	38	0%	i	17	-2	743
CCC(=O)c1c[nH]c(C(=O)N2CCOCC2)c1	6%	-1%	9%	11%	-0.1%	0.7	78	-3%	i	13	18	849
CCOc1ccc(-c2nnc(SCc3nnc(-c4ccccc4)o3)n2-c2ccccc2F)cc1	10%	4%	-1%	4%	-0.2%	0.6	47	0%	i	35	nt	nt
COc1ccc(NC(=S)Nc2ccccc2C(F)(F)F)cc1	0%	1%	-4%	5%	1.0%	-1.2	28	-16%	i	58	-14	666
Cc1ccc(-c2noc(CCCN3C(=O)c4ccccc4C3=O)n2)cc1	6%	1%	-2%	7%	0.6%	3.0	66	-8%	i	30	nt	nt
Cn1c(=O)cc(OCC(=O)Nc2ccccn2)c2ccccc21	8%	-8%	-7%	20%	0.3%	0.1	79	-2%	i	52	-3	755
c1ccc(CN2CCC3(CCCc4ccccc43)CC2)cc1	-6%	nt	nt	4%	nt	4.7	39	nt	i	58	nt	nt
CCn1c(NCc2cc(OC)ccc2OC)nc2ccccc21	6%	-8%	-7%	26%	-0.1%	-0.1	90	-1%	i	7	nt	nt
CCC12CN3CCN(CC(C3)/C1=N\NC(=O)c1ccc(Cl)cc1)C2	5%	-4%	-2%	24%	-0.3%	-0.2	40	-6%	i	50	0	702
CCS(=O)(=O)N1CCN(S(=O)(=O)c2ccc(Cl)s2)CC1	8%	-12%	-5%	9%	0.0%	0.1	67	-3%	i	67	-7	649
CCCCNC(=O)N1CCN(Cc2cccc(F)c2)CC1	2%	-5%	-7%	5%	0.3%	-1.2	98	2%	i	45	-5	703
Cc1ccc(S(=O)(=O)Oc2ccc(C)cc2/C=N/N=C2\NC(=O)C(C)S2)cc1 (centres undefined)	9%	11%	9%	3%	-0.3%	3.6	47	-10%	i	39	3	736
COc1ccc(N2CCN(Cc3cc(=O)c(OCC(=O)Nc4ccccc4)co3)CC2)cc1	5%	nt	nt	27%	nt	-1.4	46	nt	i	42	nt	nt
O=C(CCN1C(=O)/C(=C/c2ccc(F)cc2)SC1=S)Nc1cc([N+](=O)[O-])ccc1O	12%	-3%	3%	15%	0.0%	6.7	98	-4%	i	40	18	831
COc1ccc(/C=N/NC(=O)c2ccco2)cc1COc1ccc(F)cc1	8%	-2%	7%	14%	0.0%	9.3	53	12%	i	5	-4	794
O=C(NCc1ccc(F)cc1)c1ccc(S(=O)(=O)Nc2cccc(C(F)(F)F)c2)cc1	9%	2%	14%	-5%	-0.4%	3.6	47	-3%	i	41	-5	663
CCSc1cc(C2C(C#N)=C(N)OC(C)=C2C(=O)OC)c(C)o1 (centres undefined)	0%	-13%	2%	8%	0.0%	2.0	85	-5%	i	44	-15	739
COc1ccc(NC(=O)Nc2cnccn2)c(OC)c1	11%	-6%	11%	-11%	-0.1%	0.4	81	6%	i	54	-1	652
O=C(NC1CCN(Cc2ccccc2)CC1)C1CCCN(c2nnc(-n3cccc3)s2)C1 (centres undefined)	1%	-1%	14%	6%	0.9%	-3.9	60	8%	i	34	17	697
Cc1cc(NC(=O)c2cc(-c3ccc(OC(C)C)cc3)nc3ccccc23)no1	9%	2%	-12%	-6%	-0.2%	0.0	50	6%	i	22	-68	778
